STAT3 blocker: inhibitors of IL-6 induced STAT3 signaling; U3A cells, IL-6 STAT3-luciferase reporter, luminescence; host cell line lacks STAT1; inhibition, % at 5.5 µM; actives 0.89% (n = 190,000);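 active means inhibition above the mean inhibition across all screened compounds plus 3 SD, cut at about 44% in these data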;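 further: 0% = DMSO only wells and 100% = 100 µM nifuroxazide control wells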
STAT3 activator: STAT3 signaling activation; actives 0.91% (n = 190,000); U3A cells, IL-6 STAT3-luciferase reporter, luminescence; 100% = signal with IL-6 EC80 alone; AID 871; activation (% of control), % at 5.6 µM;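 active means activation above the screen-wide mean of compound activation plus 3 SD, cut at about 130% in these data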;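 further: 0% = background luminescence of wells with medium and substrate only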
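Test system: Human STAT1-deficient U3A cells with stable STAT3-luciferase reporter | Also added: Interleukin-6, 33 ng/mL | Timing: Compound pre-incubation 1 h before IL-6, then 6 h stimulation at 37 °C | Technique: Luciferase reporter luminescence | Read-out: Percent of IL-6-only median luminescence | Benchmarks: IL-6-only wells as 100% reference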
Hsp70 act: Hsp70 transcriptional activation, primary screen; HeLa Hsp70 promoter luciferase reporter, luminescence; scaled: vehicle 0, proteasome-inhibitor control 100%; AID 1203; actives 0.04% (n = 200,000); activation, % at 10 µM;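 active means activation above the mean across all tested compounds plus 3 SD, cutoff set per campaign, cut at about 5.5% in these data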;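 further: 100% = MG132 at 30 µM as the positive control and 0% = DMSO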
STAT1 act: activators of IFN-gamma induced STAT1 signaling. NIH 3T3 STAT1-luciferase reporter, luminescence; 100% = IFN-gamma alone, no compound. activation (% of control), % at 5.5 µM. actives 2.6% (n = 200,000);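 active means activation above the screen-wide mean activation plus 3 SD, cut at about 130% in these data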;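 further: raw ratio to IFN-gamma control signal so 100% means no change and 0% no light; values of inactives mirror those of a sister screen read the other way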
NF-kB neuron act: compounds increasing NF-kB expression in human neuronal cells; NF-kB reporter expression; hits give high values; fold change at 12.5 µM; actives 1.6% (n = 190,000); AID 1239; in the data active means fold change above about 3.3
DTT redox prof: compounds producing H2O2 with reducing agent – biochemical, NIH compound library profiling, artefact control for MLSCN library redox annotation, primary screen | DTT-dependent redox cycling H2O2, phenol red/HRP absorbance; 100% = 100 µM peroxide control, 0% = buffer | activation, % at 10 µM | actives 0.03% (n = 200,000) | AID 878;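 active means activation of at least 50% relative to the plate's high and low controls in the primary single-dose screen; inactive means activation below 50%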;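 further: compound incubated with DTT at 0.8 mM final as the reducing agent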
HMGR II inh: E. faecalis class II HMG-CoA reductase inhibition; AID 1066; purified E. faecalis HMGR, NADPH absorbance 340 nm kinetic; inhibition, % at 10 µM; actives 0.41% (n = 190,000);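 active means inhibition above a set limit, the median over all tested compounds plus 3 SD, cut at about 9.5% in these data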;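 further: enzyme runs in reverse so mevalonate oxidation gives rising NADPH absorbance; 0% = complete reaction with DMSO and 100% = background rate lacking mevalonate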
STAT1 blocker: STAT1 signaling inhibition; NIH 3T3 STAT1-luciferase reporter, IFN-gamma, luminescence; AID 920; inhibition, % at 5.5 µM; actives 0.35% (n = 200,000);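 active means inhibition above a set limit, the mean inhibition across all tested compounds plus 3 SD, cut at about 34% in these data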;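 further: 0% = IFN-gamma with DMSO and 100% = IFN-gamma with 300 µM nifuroxazide; values of inactives mirror those of a sister screen read the other way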
APP 5'UTR act: APP 5'UTR luciferase reporter activation | SH-SY5Y APP 5'UTR luciferase reporter, luminescence; zero percent = DMSO vehicle wells | activation, % at 2 µM | actives 1% (n = 190,000);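 active means activation above a set limit, based on mean plus 3 SD of controls, cut at about 140% in these data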; further: values of inactives mirror those of a sister screen read the other way
TLR4 MyD88 comp: inhibitors of human TLR4-MyD88 binding. HeLa CL3-4 TLR4/MyD88 BLA complementation, FRET ratio. inhibition, % at 8.4 µM. actives 0.18% (n = 200,000). AID 861; in the data active means inhibition above about 25%;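 further: 0% = vehicle and 100% = reference inhibitor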
Target sequence (O00206 whole entry, looked up): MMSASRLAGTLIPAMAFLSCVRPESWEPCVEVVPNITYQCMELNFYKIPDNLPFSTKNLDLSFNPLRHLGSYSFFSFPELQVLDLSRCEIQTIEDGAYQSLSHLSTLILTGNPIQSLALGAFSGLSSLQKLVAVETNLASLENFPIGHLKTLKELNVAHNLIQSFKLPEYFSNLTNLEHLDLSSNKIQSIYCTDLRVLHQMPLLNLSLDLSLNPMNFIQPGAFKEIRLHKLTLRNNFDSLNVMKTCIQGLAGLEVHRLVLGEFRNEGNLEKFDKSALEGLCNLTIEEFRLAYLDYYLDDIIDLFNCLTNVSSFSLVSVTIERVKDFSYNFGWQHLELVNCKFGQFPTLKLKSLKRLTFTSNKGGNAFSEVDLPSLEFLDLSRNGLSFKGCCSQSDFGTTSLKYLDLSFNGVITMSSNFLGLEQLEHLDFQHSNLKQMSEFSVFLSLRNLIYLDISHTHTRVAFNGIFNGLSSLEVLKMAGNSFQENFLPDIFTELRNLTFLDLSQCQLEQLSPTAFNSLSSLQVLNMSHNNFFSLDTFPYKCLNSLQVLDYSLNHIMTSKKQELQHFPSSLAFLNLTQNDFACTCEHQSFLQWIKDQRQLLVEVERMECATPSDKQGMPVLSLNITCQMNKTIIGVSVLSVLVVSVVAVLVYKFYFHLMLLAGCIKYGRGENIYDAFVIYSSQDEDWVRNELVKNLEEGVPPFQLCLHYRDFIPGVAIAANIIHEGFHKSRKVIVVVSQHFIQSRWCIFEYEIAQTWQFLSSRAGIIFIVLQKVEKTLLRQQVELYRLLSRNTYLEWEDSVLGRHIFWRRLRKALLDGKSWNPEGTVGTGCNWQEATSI
Target sequence (Q99836 whole entry, looked up): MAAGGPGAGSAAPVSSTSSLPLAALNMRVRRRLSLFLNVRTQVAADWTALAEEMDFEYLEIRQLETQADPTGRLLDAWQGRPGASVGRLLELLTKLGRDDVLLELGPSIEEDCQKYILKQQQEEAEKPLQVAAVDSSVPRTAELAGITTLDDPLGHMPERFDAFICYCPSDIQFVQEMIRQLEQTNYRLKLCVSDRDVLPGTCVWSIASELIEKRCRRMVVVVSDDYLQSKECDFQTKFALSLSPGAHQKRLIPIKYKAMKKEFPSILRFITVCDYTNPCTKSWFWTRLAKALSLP
Starred values were filed as active, the others as inactive; . = no result given.

SMILES | STAT3 blocker | STAT3 activator | Hsp70 act | STAT1 act | NF-kB neuron act | DTT redox prof | HMGR II inh | STAT1 blocker | APP 5'UTR act | TLR4 MyD88 comp
CCn1nc2cc(C(=O)NCCc3cccs3)ccc2c1OC | 4 | 103 | -0.2 | 133* | 4* | -7.1 | -5 | -37 | 131 | -6
CSC1=NCCN1S(=O)(=O)c1ccc(F)cc1 | -4 | 107 | 0.1 | 88 | 0.91 | -0.4 | 0 | 12 | 1 | -1
Cc1ccc(-c2ccc(/C=C(\C#N)C(=O)Nc3cc(C)nn3-c3ccccc3)o2)cc1 | 14 | 94 | -0.5 | 103 | 0.99 | -0.3 | 1 | -3 | -2 | 9
COc1ccccc1/C=C(/C(=O)OCC(=O)Nc1ccccc1C)c1ccccc1 | -14 | 108 | -0.3 | 87 | 1.1 | 0.1 | 2 | 14 | 10 | -2
Cc1ccc(N(Cc2cc3cc(C)ccc3[nH]c2=O)S(=O)(=O)c2ccccc2)cc1 | -2 | 104 | -0.2 | 102 | 1.1 | 0.5 | -9 | -3 | 6 | 2
COC(=O)CSc1nnc(-c2sc3cc(OC)ccc3c2Cl)n1C | 4 | 99 | -0.5 | 100 | 1.5 | 0.5 | -5 | 0 | . | 14
Cn1c(CN2CCOCC2)nc2cc(NC(=O)c3ccc(Cl)cc3)ccc21 | 66* | 44 | 0.3 | 101 | 1.3 | 1.1 | -1 | -1 | 6 | -1
CC(c1ccccc1)n1cc(C(=O)NCC2CCCO2)nn1 (stereo not drawn) | -3 | 102 | -0.3 | 98 | 1.4 | 1.3 | -3 | 3 | -14 | -1
COc1ccc(C(=O)Nc2nccs2)cc1OC | -1 | 106 | -0.2 | 113 | 1.3 | 0.7 | 1 | -15 | -5 | -1
Cc1ccn2c(C(=O)NN=C3CCCCCCC3)c(C)nc2c1 | 1 | 102 | -0.2 | 104 | 1.2 | -1.8 | 3 | -5 | -17 | 7
O=C(NCCCN1CCOCC1)c1ccccc1NS(=O)(=O)c1ccc(Br)cc1 | -4 | 105 | -0.2 | 106 | 1.4 | -3.1 | 3 | -9 | -11 | 0
C=CCSc1nc2ccccc2c(=O)n1Cc1ccccc1 | 2 | 101 | -0.3 | 96 | 1.1 | -0.5 | -2 | 3 | 21 | -8
COc1ccc(N=c2scc(-c3ccc(OC)cc3)n2CCO)cc1 | 52* | 60 | -0.2 | 103 | 1.3 | 2.4 | 0 | -3 | 26 | -19
CC(C(=O)N1c2ccc(F)cc2CCC1C)N1C(=O)c2ccccc2C1=O (stereo not drawn) | -6 | 105 | 0.7 | 99 | 1.1 | -3.8 | -5 | 1 | -1 | 3
CC12CCCc3c(O)cc(=O)n(c31)-c1ccccc12 (stereo not drawn) | 0 | 102 | -0.2 | 96 | 1.1 | 0.8 | -5 | 4 | 9 | 0
COc1ccc(OC)c2c(N3CC(C)OC(C)C3)cc(C(F)(F)F)nc12 (stereo not drawn) | -3 | 106 | 0.0 | 99 | 1 | 1.5 | 2 | 1 | 2 | 10
CCCc1cc(=O)[nH]c(SCC(N)=O)n1 | 2 | 100 | 0.0 | 100 | 1.2 | 6.8 | 2 | 0 | 2 | 2
Cc1ccsc1C1C=C(c2cccc(Br)c2)Nc2ncnn21 (stereo not drawn) | 16 | 89 | -0.2 | 97 | 0.84 | 0.9 | -2 | 3 | -18 | 0
O=C1c2ccccc2C(=O)N1CCC1=CCCCC1 | -41 | 141* | -0.1 | 121 | 1.3 | 0.2 | -1 | -23 | 22 | -1
C=CCn1c(O)c(N=Nc2ccccc2C)c2ccccc21 | -29 | 124 | -0.3 | 102 | 1.1 | -0.2 | -3 | -1 | -8 | 5
CS(=O)(=O)N1CCC(C(=O)N2CCN(Cc3ccccc3)CC2)CC1 | 12 | 100 | -0.3 | 102 | 1.5 | -0.3 | -2 | -3 | 17 | -3
CCOC(=O)c1ccc(NC(=O)C2CCCN(S(=O)(=O)c3cnc[nH]3)C2)cc1 (stereo not drawn) | 12 | 94 | -0.4 | 101 | 0.99 | -2.1 | -6 | -1 | -6 | 13
CC(C)CN(C(=O)CN1CCN(c2ccc([N+](=O)[O-])cc2)CC1)c1c(N)n(CC(C)C)c(=O)[nH]c1=O | 7 | 98 | -0.3 | 101 | 1.1 | -0.3 | 5 | 1 | 9 | -7
Cc1ccc2cc(C=C(C#N)C#N)c(N3CCCCC3)nc2c1 | 7 | 95 | -0.1 | 90 | 1.6 | -0.6 | -3 | 11 | 16 | -2

An excerpt from above in order of their number in APP 5'UTR act, rising:
mol	STAT3 activator	Hsp70 act	STAT1 act	NF-kB neuron act	DTT redox prof	HMGR II inh	STAT1 blocker	APP 5'UTR act	TLR4 MyD88 comp
CC(C)CN(C(=O)CN1CCN(c2ccc([N+](=O)[O-])cc2)CC1)c1c(N)n(CC(C)C)c(=O)[nH]c1=O	98	-0.3	101	1.1	-0.3	5	1	9	-7
COc1ccc(N=c2scc(-c3ccc(OC)cc3)n2CCO)cc1	60	-0.2	103	1.3	2.4	0	-3	26	-19
CCn1nc2cc(C(=O)NCCc3cccs3)ccc2c1OC	103	-0.2	133*	4*	-7.1	-5	-37	131	-6

More results follow:
SMILES | STAT3 blocker | STAT3 activator | Hsp70 act | STAT1 act | NF-kB neuron act | DTT redox prof | HMGR II inh | STAT1 blocker | APP 5'UTR act | TLR4 MyD88 comp
CC(=O)Nc1cccc(NC(=O)c2cc(-c3cccnc3)nc3ccc(Cl)cc23)c1 | 9 | 97 | -0.1 | 99 | 0.42 | 1.7 | -1 | 1 | -8 | -7
CCn1ccnc1CN1CCCC(C(=O)c2ccc3cc(OC)ccc3c2)C1 (stereo not drawn) | 19 | 87 | -0.2 | 83 | 1 | -1.1 | -6 | 18 | -5 | -4
O=Cc1cccn1-c1ncc(Br)cn1 | 11 | 93 | -0.2 | 98 | 1.1 | -0.4 | -2 | 2 | 0 | -4
COc1ccccc1NS(=O)(=O)c1cc(NC(C)=O)ccc1N1CCCCC1 | -15 | 112 | -0.2 | 104 | 1.1 | -3.5 | -7 | -4 | 6 | -6
Cc1c(C(=O)N2CCC(Cc3ccccc3)CC2)cccc1[N+](=O)[O-] | -1 | 102 | -0.3 | 89 | 0.87 | -0.1 | -2 | 11 | -19 | -6
COc1cccc(/C(O)=C2/C(=O)C(=O)N(CCN(C)C)C2c2ccc(Br)cc2)c1 (stereo not drawn) | 6 | 102 | -0.3 | 105 | 0.9 | 0.3 | -1 | -6 | 12 | -3
CCCOc1ccc(-c2nnc(-c3ccncc3)o2)cc1 | 21 | 87 | 1.0 | 126 | 3.7* | 0.5 | -9 | -29 | 124 | 6
Cc1ccc2c(c1)c1nnc(SCC(=O)Nc3ccccc3C(F)(F)F)nc1n2CC(=O)O | 0 | 104 | 0.1 | 101 | 1 | -0.2 | -6 | -4 | 5 | 8
COc1ccc(S(=O)(=O)N(C)CC(=O)NCCC2=CCCCC2)cc1OC | 1 | 104 | -0.6 | 103 | 0.8 | 0.1 | 0 | -3 | -4 | 4
O=C(CCc1nc2ccccc2c(=O)[nH]1)OCC(=O)c1ccc(C2CCCCC2)cc1 | 9 | 96 | -0.1 | 96 | 1.1 | -0.3 | 3 | 5 | -9 | 1
CC(Oc1ccccc1)C(=O)Nc1cccc([N+](=O)[O-])c1 (stereo not drawn) | 21 | 89 | 0.2 | 93 | 1.1 | 0.2 | -6 | 8 | 22 | -16
COc1ccc(O)c(-c2cc(-c3cccs3)[nH]n2)c1 | -45 | 144* | -0.1 | 115 | 2.3 | -0.6 | -6 | -16 | 50 | 10
CC(Nc1c([N+](=O)[O-])c(=O)oc2ccccc12)C(Cl)c1ccccc1 (stereo not drawn) | 8 | 97 | 0.1 | 105 | 1.6 | -2.4 | 0 | -6 | 2 | 12
Clc1ncccc1-c1nnn(-c2ccccc2)n1 | . | . | -0.3 | 134* | 6.5* | 0.1 | -5 | -34 | 132 | -8
COc1cccc(Nc2nc(-c3sc(NC(=O)CC(C)C)nc3C)cs2)c1 | 16 | 90 | -0.2 | 109 | 1.1 | -5.2 | -9 | -9 | 15 | -22
CCCC(=O)C1=C(O)C(C(=O)OC)C(C)(C)CC1=N (stereo not drawn) | 14 | 95 | 0.4 | 98 | 0.85 | -0.7 | 4 | 3 | 2 | -37
Oc1c(C=Nc2cccc3cccnc23)sc2ccccc12 | -20 | 118 | 0.5 | 100 | 1.8 | -0.7 | -3 | 0 | 20 | 8
CC1(C)CC(=O)C/C(=N\NC(=O)C2CC2c2ccccc2)C1 (stereo not drawn) | 8 | 104 | 0.2 | 112 | 1 | -0.1 | -1 | -15 | 19 | -3
CCN(CC)CCCN1C(=O)C(O)=C(C(C)=O)C1c1cccc(OC)c1 (stereo not drawn) | -3 | 105 | -0.3 | 102 | 1.1 | -0.4 | -5 | -2 | 10 | -8
COc1cccc(C(=O)NNC(=S)NC2CCCCC2)c1 | -1 | 99 | 0.0 | 126 | 1.8 | 0.0 | 3 | -30 | 44 | -28
Cc1ccc2nc(SC(C)C(=O)N3CCOCC3)[nH]c2c1 (stereo not drawn) | -12 | 115 | 0.1 | 146* | 2.2 | -0.4 | -6 | -52 | 56 | -3
COc1cc(-c2nnc3sc(Cc4ccccc4)nn23)cc(OC)c1OC | 11 | 92 | -0.2 | 100 | 0.98 | 1.5 | 1 | 0 | 6 | 0
CCn1c(COc2ccc(OC)cc2)nc2ccccc21 | 16 | 90 | 0.0 | 123 | 2 | 2.0 | 2 | -26 | 15 | -11
O=C(NCc1ccccc1Cl)c1cnn2cccnc12 | 13 | 92 | -0.3 | 93 | 1.1 | -1.1 | -2 | 7 | 13 | -2
O=C(Nc1ccccc1C(=O)OCn1nnc2ccccc2c1=O)c1ccco1 | 18 | 88 | 0.0 | 83 | 1.2 | 0.9 | 2 | 19 | 16 | -1
O=C(Nc1ccc2c(c1)OCO2)N1CCOCC1 | -2 | 105 | -0.3 | 105 | 1.4 | 0.4 | -2 | -6 | 15 | -11
O=C(C1CC1)N(Cc1ccco1)c1nc(-c2ccccc2)cs1 | 10 | 94 | -0.3 | 95 | 0.97 | 1.1 | 2 | 6 | -7 | 8
Cc1ccc(C2C(C(=O)c3sc(-c4ccccc4)nc3C)=C(O)C(=O)N2CCN(C)C)o1 (stereo not drawn) | 8 | 97 | -0.1 | 98 | . | 2.6 | . | 2 | 11 | -11
CCCCOc1ccc(Br)cc1CSC(=N)N | 58* | 51 | -0.1 | 77 | 0.85 | 0.7 | 3 | 26 | -52 | -1
NC(=O)C1(c2ccccc2)CCOCC1 | -6 | 108 | -0.3 | 104 | 1.1 | 1.0 | 1 | -6 | -6 | 3
Cc1ccc(C(=O)c2cnc3cc4c(cc3c2S(=O)(=O)c2ccccc2)OCCO4)cc1 | -16 | 115 | 0.1 | 127 | 1.5 | 1.0 | -7 | -30 | 22 | 3
Cc1ccsc1/C=N/Nc1ncc(Cl)cc1Cl | 12 | 89 | 0.0 | 140* | 2.4 | 0.0 | -1 | -43 | . | -7
c1ccc2[nH]c(SCC3CCCCO3)nc2c1 (stereo not drawn) | 6 | 98 | -0.1 | 131* | 3.7* | -0.6 | 1 | -36 | 152* | 2
